PTHR1 ag = activates the human parathyroid hormone receptor PTHR1; Q03431; HEK293 GP2 PTHR1 cells, GloSensor cAMP luminescence, 1 h; Potency, µM (highest dose often 115 µM), for the others: at the highest dose activation, actives largely listed as activators; actives 0.075% (n = 410,000); AID 743266; also: potency is read from the fitted curve at half-maximal effect; nearly all actives have a fitted effect of over 55% in size; some results filed as inactive show a strong effect at the top dose; inactives centre near -15; many of its hits are not listed in these tables
Target sequence (Q03431 whole entry, looked up): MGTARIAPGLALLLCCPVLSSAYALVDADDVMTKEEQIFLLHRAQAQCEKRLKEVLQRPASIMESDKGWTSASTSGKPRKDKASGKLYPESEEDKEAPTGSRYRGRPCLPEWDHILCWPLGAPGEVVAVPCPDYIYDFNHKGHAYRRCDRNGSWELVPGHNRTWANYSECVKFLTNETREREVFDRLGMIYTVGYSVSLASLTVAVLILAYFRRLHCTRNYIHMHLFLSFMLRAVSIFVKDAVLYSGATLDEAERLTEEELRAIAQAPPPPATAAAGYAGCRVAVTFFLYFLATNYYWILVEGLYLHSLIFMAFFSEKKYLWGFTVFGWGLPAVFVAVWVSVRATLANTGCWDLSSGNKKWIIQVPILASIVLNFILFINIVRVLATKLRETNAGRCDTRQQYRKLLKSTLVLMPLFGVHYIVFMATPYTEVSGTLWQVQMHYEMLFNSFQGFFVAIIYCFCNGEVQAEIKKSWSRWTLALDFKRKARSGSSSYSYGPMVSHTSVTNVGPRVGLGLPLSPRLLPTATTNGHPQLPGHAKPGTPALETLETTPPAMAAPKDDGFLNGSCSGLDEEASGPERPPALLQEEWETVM
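HEK-293-derived GP2 cells expressing PTHR1 and a GloSensor cAMP reporter, 3,000/well, plated overnight, given luciferin plus IBMX (each 0.5 mM as added) for 1 h at 37 °C, then compound for 1 h at 37 °C. Luminescence was read after 15 min at room temperature.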
GLP1R inv ag = acts as inverse agonist at human GLP-1 receptor. AID 624417. HEK293 GLP-1R CRE-luciferase, luminescence, 24 h; GLP-1R form is constitutively active. P43220. Potency, µM (top dose mostly 38.3 µM), for the others: at the highest dose activity change, negative = inhibition, most hits filed as inhibitors. actives 1.6% (n = 410,000); also: potency is read from the fitted curve at half-maximal effect; % is scaled to controls: 0 for no effect and ±100 for the full control effect; nearly all actives have a fitted effect of over 55% in size
Target sequence (P43220 whole entry, looked up): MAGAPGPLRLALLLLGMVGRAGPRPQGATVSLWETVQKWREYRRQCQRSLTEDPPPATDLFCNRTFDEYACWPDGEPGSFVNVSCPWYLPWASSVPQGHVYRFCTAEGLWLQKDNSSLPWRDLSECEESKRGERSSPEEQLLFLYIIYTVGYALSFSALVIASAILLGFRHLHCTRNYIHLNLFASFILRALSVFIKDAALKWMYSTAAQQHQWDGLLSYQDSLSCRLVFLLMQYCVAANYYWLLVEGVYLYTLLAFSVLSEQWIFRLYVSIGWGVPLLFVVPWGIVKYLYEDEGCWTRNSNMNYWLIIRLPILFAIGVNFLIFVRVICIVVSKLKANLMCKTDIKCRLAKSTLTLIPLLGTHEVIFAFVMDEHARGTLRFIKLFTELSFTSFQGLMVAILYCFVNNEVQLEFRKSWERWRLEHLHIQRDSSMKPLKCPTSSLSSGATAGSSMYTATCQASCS
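Constitutively active GLP-1R drives a cAMP-responsive luciferase in stably transfected HEK293 cells; test compounds are added after overnight (12 h) attachment and left 24 hr, and signal loss in luminescence marks inhibition.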
Abeta yeast res = compounds reversing amyloid beta toxicity in yeast; yeast expressing A-beta42, growth rescue, OD600, 48 h; response scale: 0% DMSO, 100% iron-clioquinol control; Potency, µM (series often up to 46.1 µM), for inactives: top-dose growth rescue, actives largely listed as activators; actives 0.063% (n = 410,000); AID 1347071; also: potency is read from the fitted curve at half-maximal effect; nearly all actives have a fitted effect of over 55% in size
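Yeast A-beta toxicity model in growth medium with pinned compounds, 48 h at 30 C; growth read as absorbance at 600 nm. Normalized to FeCl3/clioquinol equimolar mix (positive) and DMSO (negative).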
TDP-43 yeast inh = inhibitors of TDP-43 toxicity in yeast. TDP-43 expressing yeast growth rescue, BacTiter-Glo, 24 h. Potency, µM (series often up to 46.1 µM), for the others: at the top dose growth rescue (activation), hits mostly activators. actives 1.8% (n = 410,000); also: potency is read from the fitted curve at half-maximal effect; % of control where 0% means no effect; nearly all actives have a fitted effect of over 50% in size
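Luminescence from BacTiter-Glo reports growth of TDP-43-expressing yeast after 24 hr at 30 deg C with compound. Cells were raffinose-pregrown to mid-log, then seeded in galactose medium at OD600=0.02.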
FUS suppressor = FUS proteinopathy suppression in yeast; S. cerevisiae FUS-expressing, growth rescue, OD600, 24 h; Potency, µM (highest dose often 76.6 µM), for inactives: at the highest dose growth rescue (activation), most hits filed as activators; actives 0.24% (n = 390,000); AID 1347120;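 also: potency is read from the fitted curve at half-maximal effect; plate controls were DMSO vehicle for no effect and reference control for full effect; nearly all actives have a fitted effect of over 55% in size; some results filed as inactive show a strong effect at the top dose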
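Restored growth of FUS-toxic S. cerevisiae, read as 600 nm absorbance after 24 h at 30C in galactose medium (starting OD 0.005). Controls CP55940 and DMSO.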
aSyn rescue = alpha-synuclein toxicity inhibition in yeast; AID 652106; actives 0.14% (n = 370,000); Potency, µM (top dose mostly 46.1 µM), without a hit: top-dose growth rescue (activation), most hits filed as activators; Yeast expressing alpha-synuclein, growth rescue, BacTiter-Glo, 24 h; also: potency is read from the fitted curve at half-maximal effect; % of control where 0% means no effect; nearly all actives have a fitted effect of over 65% in size
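Readout is rescue of growth in alpha-synuclein-expressing yeast, so inhibitors of toxicity appear as activators. Growth after 24 hr at 30 deg C in galactose medium is quantified by luminescence.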
GLP-1R agonist = GLP-1 receptor (human) agonism. actives 0.007% (n = 380,000). HEK293 GLP-1R CRE-luciferase, luminescence, 4-6 h; cells express a hypersensitive GLP-1R form. AID 624172. Potency, µM (doses to about 45.6 µM), inactives show top-dose activation, usual class: activators; also: potency is read from the fitted curve at half-maximal effect; % of control where 0% means no effect
pAkt inh = Akt phosphorylation inhibition. Neuro2A IGF-stimulated pAkt S473 HTRF, 20 min; stronger effect = lower value. activity change, % for hits at 50 µM. actives 0.32% (n = 360,000). AID 651550; in the data active = activity change below about -80%; inconclusive = mostly about -51% to -80%; also: % is scaled to controls: 0 for no effect and ±100 for the full control effect
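Neuro2A cells (4,500/well, DMEM with 0.5% FBS) were treated with compound at a single 50 µM final concentration, stimulated with 6 nM IGF for 20 min at 37 °C, and lysed. Phospho-Akt Ser473 was read by HTRF as 665/615 ratio ×10^4.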
DRD3 antagonist = blocks the human D3 dopamine receptor. P35462. D3R cells, DiscoveRx beta-arrestin luminescence, antagonist mode; stronger effect = lower value. max response, negative = inhibition, %. actives 2.5% (n = 360,000); in the data active = max response below about -50%; inconclusive = no clear call, values can overlap the other calls; also: % is scaled to controls: 0 for no effect and ±100 for the full control effect; mostly tested at two doses, the higher about 12 µM
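Cells expressing the human receptor were seeded at 1500 cells/well, incubated overnight at 37 degrees C in 5% CO2, then exposed to library compounds with dopamine controls for 90 minutes at 37 degrees C before luminescent detection.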
An asterisk follows results filed as active; i = inactive; ? = inconclusive; / = no result given; & = joins results of further samples; [ ] = dose if it differs, or a comment. Unless noted, calls follow the shape of the dose curve; as a rule, active = well fitted curve in the direction sought with a large enough effect; inconclusive = small, poorly fitted or top-dose-only effect, or another doubt; inactive = no such curve, though single readings can be large; an effect the other way counts as inactive or inconclusive. Some of the compounds tested; rates above refer to the full screens.

SMILES	PTHR1 ag	GLP1R inv ag	Abeta yeast res	TDP-43 yeast inh	FUS suppressor	aSyn rescue	GLP-1R agonist	pAkt inh	DRD3 antagonist
COc1cc(NC(=O)C2(C)CCCN2C)cc(OC)c1OC (stereo not given)	9%	-19%	-2%	-3%	2%	1%	-5%	i	5
O=C(NCc1ccco1)C(=O)NCc1ccccc1Cl	-22%	-10%	2%	-6%	33%	0%	5%	i	5
CC(Sc1nc2ncc(Cl)cc2[nH]1)C(=O)c1c(N)n(C)c(=O)n(C)c1=O (stereo not given)	-4%	13%	-2%	15%	4%	-7%	9%	i	-24
O=C(CN1C(=O)C2(SCC(=O)N2c2cccc(Cl)c2)c2ccccc21)NCc1ccccc1 (stereo not given)	-44%[inhibitor]	-26%	-4%	2%	1%	-9%	2%	/	/
CCCCC(=O)Nc1ccc(NC(=O)c2cccnc2)cn1	i	13%	2%	10%	1%	26%	-1%	i	-11
COc1cccc(C(=O)NC(=O)Nc2cc(C)[nH]n2)c1	i	1%	-17%	-6%	5%	0%	10%	i	-10
Cc1ccc([C@H]2C[C@H](O)[C@@H](n3cc(-c4ccc(F)cc4)nn3)CN2Cc2cccs2)cc1	-16%	3%	1%	19%	17%	?	-1%	i	-9
COc1ccc(CNc2ccc3c(c2)ncn3C)cc1OC	-7%	15%	13%	3%	-15%	-1%	1%	i	14
Nc1ncnc2c1ncn2[C@@H]1O[C@H](CNCc2ccccc2OC2OC(CO)C(O)C(O)C2O)[C@@H](O)[C@H]1O (stereo not given in full)	i	-1%	-6%	22%	-20%	-5%	-1%	i	-10
CN(C(=O)COC(=O)c1n[nH]c2ccccc12)C1CCS(=O)(=O)C1 (stereo not given)	i	6%	6%	15%	-21%	-13%	-9%	i	7
CCOc1c2ccc(C(=O)NCc3ccco3)cc2nn1CC	-15%	0%	-7%	2%	-16%	1%	-4%	i	0
O=C(O)c1ccc(NC(=O)c2cn(-c3ccccc3)nc2-c2ccc(Br)cc2)cc1	-27%&-37%	?	1%&2%	0%&0%	9%&-7%	7%	7%	i	23
CCc1cc(=O)oc2cc(C)cc(OCC(=O)NC(Cc3c[nH]c4ccc(O)cc34)C(=O)O)c12 (stereo not given)	-12%	-12%	-13%	10%	0%	-7%	2%	i	51
N#CCCN(C(=O)COC(=O)CCC(=O)c1ccc(F)cc1)c1ccccc1	-26%	?	8%	23%	4%	3%	5%	i	3
O=C1CCN(CCc2ccccc2)CCN1[C@H](COc1ccccc1)Cc1ccccc1	-32%[inhibitor]	10µM*	-8%	-27%	14%	-7%	-5%	i	-12
COc1ccc(/C=N/Nc2ccccc2C(=O)O)cc1	-42%[inhibitor]	?	-20%	-8%	14%	14%	1%	i	-30
CCN1C(=O)[C@@H]2[C@@H](c3ccc(-c4ccc5c(c4)OCO5)cc3)N3CCCC[C@@]3(C(=O)OC)[C@@H]2C1=O	i	?	-2%	2%	?	-5%	-1%	i	12
CCC(=O)N1CCN=C1SCc1ccc(Cl)cc1	i	18%	6%	-3%	-4%	2%	1%	i	10
COc1ccc(CNC(=O)C(=O)NCC(c2ccco2)S(=O)(=O)c2ccc(C)cc2)cc1 (stereo not given)	i	0%	-12%	-10%	-12%	/	/	/	/
CC(C)CN(C(=O)COC(=O)C12CC3CC(CC(O)(C3)C1)C2)C1CCS(=O)(=O)C1 (stereo not given)	21%[57.5 µM]	16%	1%	8%	-6%	1%	-1%	i	3
CN1C(=O)c2ccc(C(=O)Nc3cccnc3)cc2C1=O	i	3%	-13%	-4%	-25%	0%	-1%	i	24
COc1cccc(NC(=O)Cn2c(=O)oc3cc(S(=O)(=O)N4CCCCC4)ccc32)c1	-34%[inhibitor]	0%	-30%	1%	36%	/	/	/	/
CCc1ccccc1N1C(=O)N(Cc2cc(=O)n3ccccc3n2)c2ccccc2S1(=O)=O	-26%	-15%	-2%	11µM*	32µM*	/	0%	/	/
CCCCC(=O)Nc1cc(OC)c(NC(=S)NC)cc1OC	9%	-2%	7%	19%	-31%	0%	0%	i	5
CCc1nn2c(=O)cc(COC(=O)c3cccc(NC(=O)COc4ccccc4)c3)nc2s1	i	4%	-4%	13%	-2%	/	/	/	/
CCOC(=O)C1CCN(C(=O)C2CCN(S(=O)(=O)c3cccc4nsnc34)CC2)CC1	-9%	8%	13%	5%	-12%	-3%	0%	i	3
Cc1noc(C)c1CSCC(=O)OCc1nc2ccccc2c(=O)n1CC#N	-1%[57.5 µM]	0%	-16%	-14%	31%	5%	6%	i	-7
Cc1ccccc1OCC(=O)NNC(=O)C1CCN(c2ncnc3sc(C)c(C)c23)CC1	-46%[inhibitor]	?	-8%	4%	14%	2%	-45%[inhibitor]	i	4
CC1=C(C(N)=O)C(c2cccs2)n2nc(-c3cccc(Cl)c3)nc2N1 (stereo not given)	i	80%[activator]	-2%	-3%	28%	7%	1%	i	-25
O=S(=O)(Oc1ccccc1C(=S)N1CCOCC1)c1ccc(Cl)cc1	i	?	-20%	?	/	0%	1%	i	-9
CC(=O)Nc1ccc(OC(=O)c2cccnc2)cc1	i	14%	5%	17%	12%	-4%	-7%	i	-12
O=C(N/N=C/c1ccccc1Cl)c1nc2ccc([N+](=O)[O-])cc2c(=O)[nH]1	-25%	6%	-9%	1%	14%	4%	-2%	i	6
CCN(CC)CCNC(=O)Cn1cnc2sc(C)c(S(=O)(=O)N3CCN(c4ncccn4)CC3)c2c1=O	i	-9%	-10%	-21%	10%	5%	3%	i	3
COCCN(C(=O)COC(=O)c1oc2ccc(OC)cc2c1C)c1c(N)n(Cc2ccccc2)c(=O)[nH]c1=O	i	2%	10%	15%	47%	3%	8%	i	11
Cc1ccc(C(=O)Nc2cccc3cccnc23)cc1Cl	-31%[inhibitor]	-1%	-14%	19%	19%	/	0%	/	/
CC1CCCCC1NC(=O)c1ccc(S(=O)(=O)NCc2ccco2)cc1 (stereo not given)	-9%[57.5 µM]	11%	2%	-19%	8%	6%	2%	i	-21
O=C(CSc1nnnn1C1CC1)N1CCN(c2ccccc2F)CC1	-29%	8%	3%	24%	-10%	2%	-1%	i	-7
COc1ccc(OCC(=O)N2CCN(C(=O)c3cccs3)CC2)cc1	i	3%	2%	5%	12%	0%	-2%	i	5
O=S(=O)(NCc1c(Cl)cccc1Oc1ccccc1)c1ccc(F)cc1	-44%[inhibitor]	?	-4%	18µM*	35%	5%	-6%	i	61
CCOC(=O)C1(Cc2cccc(OC)c2)CCN(CC=C(C)C)CC1	-18%	?	-4%	8%	-1%	2%	5%	i	-15
COc1ccc(/C=N/NC(=O)c2cccc(NC(=O)c3ccc(F)cc3)c2)c(C(=O)O)c1OC	i	-21%	-14%	-22%[0.397 µM]	51%	4%	4%	i	-13
COc1ccc(CCNC(=O)C2CC(=O)N(c3ccc(C(C)(C)C)cc3)C2)cc1OC (stereo not given)	-60%[inhibitor]	-4%	10%	14%	14%	4%	5%	i	1
CCc1nnc(NC(=O)c2ccc(-c3cccc(C(F)(F)F)c3)o2)s1	-2%[57.5 µM]	-1%	9%	8%	-3%	-13%	-7%	i	-12
COc1ccccc1CC(O)CC1c2c(cc3c(c2OC)OCO3)CCN1C (stereo not given)	i	?	8%	0%	7%	-5%	19%	i	-4
CC1=C(C(=O)OCc2ccc(C)cc2)C(c2ccccc2F)CC(=O)N1 (stereo not given)	-58%[inhibitor]	?	-14%	-5%	6%	/	1%	/	/
CCOc1ccccc1C(=O)NN1CCOCC1	i	0%	6%	2%	10%	-2%	-1%	i	6
COC(=O)c1ccc(Cn2c(C)c(C(=O)NCc3cccc([N+](=O)[O-])c3)sc2=O)o1	i	-9%	-8%	0%	15%	1%	1%	i	-5
O=C(NCc1ccco1)C(c1ccccc1)N(C(=O)Cc1cccs1)c1cccnc1 (stereo not given)	-10%	4%	-9%	3%	4%	6%	8%	i	6

Results in TDP-43 yeast inh, DRD3 antagonist and FUS suppressor, for 2 of the compounds above:
canonical_smiles | TDP-43 yeast inh | DRD3 antagonist | FUS suppressor
CC1=C(C(=O)OCc2ccc(C)cc2)C(c2ccccc2F)CC(=O)N1 (stereo not given) | -5% | / | 6%
CCOc1ccccc1C(=O)NN1CCOCC1 | 2% | 6 | 10%

The list goes on:
SMILES	PTHR1 ag	GLP1R inv ag	Abeta yeast res	TDP-43 yeast inh	FUS suppressor	aSyn rescue	GLP-1R agonist	pAkt inh	DRD3 antagonist
CC(C)CC1=NN(C(=O)c2ccco2)C(O)(C(F)(F)F)C1 (stereo not given)	i	7%	5%	-14%	1%	0%	2%	i	2
Cc1ccc(NC(=O)c2nccnc2C(=O)O)cc1C	i	10%	-17%	14%	2%	-3%	-3%	i	5
CC(=O)Nc1ccc(S(=O)(=O)NNC(=O)CCc2ccccc2)cc1	-7%	2%	-3%	-10%	15%	3%	2%	i	11
CCC(=O)Nc1c(C#N)c2nc3ccccc3nc2n1-c1ccccc1C	i	3%	7%	10%	-5%	2%	2%	i	80
O=C(c1ccccc1)C1CN(Cc2ccccc2)CCC1(O)c1ccccc1 (stereo not given)	-22%	-28%	29%	-4%[9.22 µM]	9%	6%	2%	i	-29
CCCCn1c2c(cc(C(=O)OC)c1=O)C(=O)CCC2	i	7%	3%	19%	-10%	-4%	1%	i	10
CN1C(=O)/C(=N/OC(=O)c2ccccc2)c2ccccc21	-6%	31%[activator]	-90%[inhibitor]	-89%[inhibitor]	-5%	-58%[inhibitor]	6%	i	0
CCCOC(=O)c1ccc(NC(=O)c2ccccc2[N+](=O)[O-])cc1	-20%	?	-24%	11%	-12%	-22%	2%	i	-22
O=C(CCC(=O)Nc1ccc(F)cc1)N/N=C/c1ccc(O)cc1	i	?	-15%	-8%	9%	-6%	5%	i	2
